# G9a inh – blocks human histone lysine methyltransferase G9a; Q96KQ7; G9a H3K9 monomethylation, AlphaScreen, 2 h; Potency, µM (highest dose often 102 µM), without a hit: at the highest dose activity, negative = inhibition, usual class: inhibitors; hit rate 8.8% among 350,000; AID 504332; active = well fitted inhibition curve with a large enough effect; inconclusive = small, poorly fitted or top-dose-only effect; inactive = no such curve, though single readings can be large or run the other way; note: nearly all actives have a fitted effect of over 75% in size
# Target sequence (Q96KQ7 913-1193 limits assumed): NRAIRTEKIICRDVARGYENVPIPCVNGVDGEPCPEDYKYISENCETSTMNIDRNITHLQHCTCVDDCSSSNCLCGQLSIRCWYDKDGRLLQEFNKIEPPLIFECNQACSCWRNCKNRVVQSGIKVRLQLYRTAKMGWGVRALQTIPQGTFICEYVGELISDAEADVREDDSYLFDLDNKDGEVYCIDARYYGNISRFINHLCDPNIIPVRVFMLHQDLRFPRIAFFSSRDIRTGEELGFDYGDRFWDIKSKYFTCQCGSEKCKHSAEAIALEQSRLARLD
#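 Quantitative HTS format: methyltransferase activity on a biotin-tagged H3K9 peptide is measured by AlphaScreen, using a rabbit anti-monomethyl-H3K9 antibody with streptavidin donor and anti-IgG acceptor beads. Final levels are 20 nM enzyme, 500 nM peptide, 20 uM SAM; 2 h RT.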
# The depositor's hits bear a star; ? = inconclusive; & = joins results of further samples; [ ] = remark or other dose. % is set by controls: 0 for no effect and ±100 for the full control effect; potency is the fitted concentration of half-maximal effect. These rows are one share of the data. The share of hits here may be higher or lower than overall.
SMILES,G9a inh
C=C1[C@@H](C)[C@H]2[C@H](Cc3ccccc3)NC(=O)[C@]23[C@H](OC(C)=O)/C=C/[C@](C)(O)C(=O)[C@@H](C)C/C=C/[C@H]3[C@@H]1O,5%[59 µM]
CC(C)[C@@]1(NC(=O)[C@@H]2C[C@H]3c4cccc5[nH]cc(c45)C[C@@H]3N(C)C2)O[C@]2(O)[C@H]3CCCN3C(=O)CN2C1=O,-3%[21.5 µM]
O=C(Oc1ccccc1)N1CCC[C@@]2(CCN(Cc3cc(C(F)(F)F)cc(C(F)(F)F)c3)C2)C1,-1%[12.7 µM]
CNC(C)C(O)c1ccccc1 (configuration not stated),-24%[2.33 µM]
COc1ccc2c(c1)CC[C@@H]1[C@@H]2CC[C@]2(C)[C@@H](NCCCCCCN3C(=O)C=CC3=O)CC[C@@H]12,10%[59 µM]
O=C(c1ccncc1)N1CCC[C@@]2(CCN(Cc3nccs3)C2)C1,-2%[12.7 µM]
NC[C@H](O)c1ccc(O)cc1,24%[21.5 µM]
C[C@@H]1O[C@@H](OC2CC(O)C3(CO)C4C(CCC3(O)C2)C2(O)CCC(C3=CC(=O)OC3)C2(C)C[C@H]4O)[C@H](O)[C@H](O)[C@H]1O (some centres not stated),29%[59 µM]
CC1O[C@@H](O[C@@H]2C(O)C[C@H](O[C@@H]3C(O)C[C@@H](OC4CC[C@@]5(C)C6CC[C@]7(C)C(C8=CC(=O)OC8)CC[C@@]7(O)C6CC[C@@H]5C4)OC3C)OC2C)CC(O)[C@H]1O (some centres not stated),-13%[2.33 µM]
O=C(O)C1CN(CP(=O)(O)O)CCN1 (configuration not stated),20%[59 µM]
N[C@@H](Cn1cc(I)c(=O)[nH]c1=O)C(=O)O,35µM*
Cc1[nH]c2ccccc2c1CN(C)C,-37%[2.33 µM]
C[C@@H]1OC(=O)[C@H]2C[C@H]3CCCC[C@@H]3[C@@H](/C=C/[C@H]3CCC[C@H](C)N3C)[C@@H]12,25%[59 µM]
Nc1ncnc2c1ncn2[C@@H]1O[C@H](COP(=O)(O)OP(=O)(O)OP(=O)(O)O)[C@H]2OC3(O[C@H]21)C([N+](=O)[O-])=CC(=[N+]([O-])[O-])C=C3[N+](=O)[O-] (some centres not stated),26%[59 µM]
CC(CN)CC(=O)O (configuration not stated),2%[59 µM]
NC(=O)[C@@H]1CCCN1C(=O)[C@H](Cc1ccccc1)NC(=O)[C@@H]1CCCN1C(=O)[C@@H](N)Cc1ccc(O)cc1,27%[59 µM]
COc1cc(C2c3cc4c(cc3C(O)C3COC(=O)C23)OCO4)cc(OC)c1O (configuration not stated),-32%[2.33 µM]
CC12C=CC(=O)C=C1CCC1C2=CCC2(C)C1CC[C@@H]2C(=O)CN1CCN(c2cc(N3CCCC3)nc(N3CCCC3)n2)CC1 (some centres not stated),13µM*
NC1(c2ccccc2Cl)CCCCC1=O (configuration not stated),3%[59 µM]
CCN1C[C@]2(COC)C(O)C[C@H](OC)[C@@]34C5C[C@]6(O)C(OC)C(O)[C@](OC(C)=O)(C5C6OC(=O)c5ccccc5)C(C(OC)C23)C14 (some centres not stated),-11%[2.33 µM]
NC(CO)Cc1ccccc1 (configuration not stated),-2%[2.33 µM]
O=C(Nc1ccccc1)N1CC2(CCN(C(=O)Oc3ccccc3)CC2)C1,-4%[12.7 µM]
Fc1ccc(C(OCCN2CCN(C/C=C/c3ccccc3)CC2)c2ccc(F)cc2)cc1,11µM*
CCNC(=O)[C@H]1O[C@@H](n2cnc3c(N)ncnc32)[C@H](O)[C@H]1O,51%[activator][12.7 µM]
O=[N+]([O-])O[C@H]1CO[C@H]2[C@H]1OC[C@@H]2O[N+](=O)[O-],21%[21.5 µM]

# Filtered by structure: those above with a COOH group (3)
SMILES,G9a inh
O=C(O)C1CN(CP(=O)(O)O)CCN1 (configuration not stated),20%[59 µM]
N[C@@H](Cn1cc(I)c(=O)[nH]c1=O)C(=O)O,35µM*
CC(CN)CC(=O)O (configuration not stated),2%[59 µM]

# Additional entries.
SMILES,G9a inh
CC(C)CN1CC2(CCN(C(=O)c3ccncc3)CC2)C1,-2%[12.7 µM]
CC=C(C)C(=O)O[C@H]1C(C)=C2[C@@H]3OC(=O)[C@@](C)(O)[C@@]3(O)[C@@H](OC(=O)CCC)C[C@](C)(OC(C)=O)[C@@H]2[C@@H]1OC(=O)CCCCCCC,10%[59 µM]
CC[C@H](C)C(=O)O[C@@H]1[C@H](O)[C@@H]2[C@H](CN3C[C@@H](C)CC[C@@H]3[C@@]2(C)O)[C@@H]2C[C@@]34O[C@@]5(O)[C@@H](OC(=O)[C@](C)(O)CC)CC[C@@]3(C)[C@H]5[C@H](OC(C)=O)[C@@H](OC(C)=O)[C@H]4[C@]12O,26%[21.5 µM]
CCN1C[C@@]2(COC)CC[C@H](OC)[C@]34[C@@H]1[C@]1(OCO[C@@]15C[C@@H](OC)C1C[C@H]3[C@H]5[C@@H]1OC)[C@H](O)[C@@H]24,27%[21.5 µM]
CC(C)C[C@H](NC(=O)[C@H](Cc1ccccc1)NC(=O)CNC(=O)[C@H](CS)N(C(=O)[C@@H](N)Cc1ccc(O)cc1)C(C)(C)C)C(=O)N([C@H](C(=O)O)[C@H](C)O)C(C)(C)C,8%[59 µM]
c1ccc(N2CCC3(CCNCC3)CC2)nc1,-4%[12.7 µM]
CC(C)C[C@H]1C(=O)N2CCC[C@@H]2[C@]2(O)O[C@](NC(=O)[C@H]3C=C4c5cccc6[nH]c(Br)c(c56)C[C@H]4N(C)C3)(C(C)C)C(=O)N12,?
NCCCNCCCCNCCCNC(=O)Cc1ccc(O)cc1,7%[12.7 µM]
CCCN[C@@H]1CCc2c(OC)cccc2[C@@H]1C,-1%[59 µM]
COc1ccc(C[C@@H]2NC[C@H](O)[C@@H]2OC(C)=O)cc1,11%[21.5 µM]
CCC(C)C(=O)O[C@@H]1C[C@@]2(C)C(c3ccoc3)OC(=O)CC23OC2(C)O[C@@]14[C@@]1(C)C(CC(=O)OC)C5(C)CC1(O)C(O)(C5OC(=O)C1(C)OC1C)C(OC(C)=O)[C@@]34O2 (some centres not stated),-37%[2.33 µM]
O[C@@H]1CCCC[C@@H]1N1CCC(c2ccccc2)CC1,22%[59 µM]
C=CCN,15%[59 µM]
OCC(O)Cc1ccc2c(c1)OCO2 (configuration not stated),-19%[2.33 µM]
CC1=C2CCC3C4CCC(=O)[C@@]4(C)CCC3[C@]2(C)CCC1=O (some centres not stated),-35%[2.33 µM]
CCN1C[C@@]2(COC)C3[C@@H](OC)[C@H]4C1[C@@]3(C1C[C@]3(O)C(OC)[C@H](O)[C@@]4(OC(C)=O)C1[C@H]3OC(=O)c1ccccc1)[C@H](OC)C[C@H]2O (some centres not stated),9%[59 µM]
Cc1nc(-c2ccc(-c3ccc(C(=O)N4CCc5cc6c(cc54)C4(CCN(C)CC4)CO6)cc3)c(C)c2)no1,-14%[12.7 µM]
N#Cc1cccc(NC(=O)N2CCCC3(CCN(C(=O)Oc4ccccc4)CC3)C2)c1,-3%[12.7 µM]
NCCCC[C@H](NC(=O)[C@H](Cc1ccccc1)NC(=O)[C@H](CCCN=C(N)N)NC(=O)[C@@H](N)Cc1ccc(O)cc1)C(N)=O,22%[59 µM]
N#Cc1ccc(CN2CCC3(CC2)CCN(C(=O)Oc2ccccc2)CC3)cc1,2%[12.7 µM]
N#Cc1ccc(CN2CC[C@@]3(CCCN(C(=O)Oc4ccccc4)C3)C2)cc1,0%[12.7 µM]
CN1CCc2cc(O)cc3c2C1Cc1ccc(O)c(O)c1-3 (configuration not stated),0.71µM*
COc1cc([C@H]2c3cc4c(cc3[C@@H](O)[C@@H]3COC(=O)[C@H]23)OCO4)cc(OC)c1OC,18%[21.5 µM]
COC(=O)c1cc2c(cn1)[nH]c1ccccc12,27%[12.7 µM]
O=C1NC(=S)N(Cc2ccco2)C(=O)/C1=C\c1cccs1,3.2µM*
# The list continues.
SMILES,G9a inh
CC1(C)[C@@H](O)C[C@H]2[C@](C)(O)[C@@H]3CC[C@H]4[C@@H](O)[C@@]3(C[C@@H](O)[C@@]21O)C[C@@]4(C)O,29%&32%[59 µM]
COc1cc(OC2CCN(C(C)=O)CC2)ccc1C(=O)N1CCC(N2C(=O)OCc3ccccc32)CC1,33%[59 µM]
COC1CC(OC2CC[C@@]3(C=O)C4CC[C@]5(C)C(C6=CC(=O)OC6)CC[C@@]5(O)C4CC[C@]3(O)C2)OC(C)C1O (some centres not stated),?
N#Cc1cccc(NC(=O)N2CC[C@@]3(CCCN(C(=O)Oc4ccccc4)C3)C2)c1,6%[12.7 µM]
C[N+]1(C)CCO[C@](O)(c2ccc(-c3ccc([C@]4(O)C[N+](C)(C)CCO4)cc3)cc2)C1,13%[21.5 µM]
C=C1C([C@@H](O)C[C@H](C)C2O[C@@]3(CCCCO3)CC[C@H]2C)OC2CC[C@@]3(CC[C@@H](/C=C/[C@@H](C)C4CC(C)=C[C@]5(O4)O[C@H](C[C@@](C)(O)C(=O)O)CCC5O)O3)OC2[C@@H]1O (some centres not stated),12%[59 µM]
CC1=CC(=O)c2c(O)cccc2C1=O,-98%[2.33 µM]
C[C@H](N)Cc1cnc[nH]1,-39%[59 µM]
CCC(C)C(=O)OC1C(O)C2C(CN3CC(C)CCC3[C@]2(C)O)C2C[C@]34O[C@@]5(O)C(OC(=O)C(C)(O)C(C)O)CCC3(C)C5C(OC(C)=O)C(OC(C)=O)C4[C@@]21O (some centres not stated),5%[2.33 µM]
CCCCC/C=C\C/C=C\C/C=C\C/C=C\CCCC(=O)N[C@H](C)CO,1%[59 µM]
C=C(C)[C@H]1[C@H]2OC(=O)[C@@H]1[C@]1(O)C[C@H]3O[C@]34C(=O)O[C@H]2[C@@]14C,20%[21.5 µM]
CN1C[C@H](CNC(=O)OCc2ccccc2)C[C@H]2c3cccc4c3c(cn4C)C[C@@H]21,?
N#Cc1ccc(CN2CC3(CCNCC3)C2)cc1,-4%[12.7 µM]
N#Cc1c(Cl)c(Cl)c(Cl)c(C#N)c1Cl,?
COc1cc(OC)c2c(c1)OC(c1ccc(OC)c(OC)c1)C(O)C2 (configuration not stated),-24%[2.33 µM]
CCCN1CCc2cc(O)cc3c2C1Cc1ccc(O)c(O)c1-3 (configuration not stated),0.32µM*
C[C@@H]1Cc2c(Cl)cc(C(=O)N[C@@H](Cc3ccccc3)C(=O)O)c(O)c2C(=O)O1,3%[59 µM]
O=C1CC2OCC=C3CN4CC[C@@]56c7ccccc7N1C5C2C3CC46 (some centres not stated),-32%[2.33 µM]
COC(=O)C(N)CCCN=C(N)N[N+](=O)[O-] (configuration not stated),11%[12.7 µM]
NCCCCC(NC(CCc1ccccc1)C(=O)O)C(=O)N1CCCC1C(=O)O (configuration not stated),-46%[2.33 µM]
c1cc(N2CCCC3(CCNCC3)C2)ccn1,-5%[12.7 µM]
c1ccc(CCCCN2CCC(c3ccccc3)CC2)cc1,9%[59 µM]
O=C(Nc1ccccc1)N1CC[C@@]2(CCCN(C(=O)Oc3ccccc3)C2)C1,-1%[12.7 µM]
CCCCN1C2CCC1CC(OC(c1ccc(F)cc1)c1ccc(F)cc1)C2 (configuration not stated),?

# Seven records drawn at random from the list so far, as already listed:
SMILES,G9a inh
CCC(C)C(=O)OC1C(O)C2C(CN3CC(C)CCC3[C@]2(C)O)C2C[C@]34O[C@@]5(O)C(OC(=O)C(C)(O)C(C)O)CCC3(C)C5C(OC(C)=O)C(OC(C)=O)C4[C@@]21O (some centres not stated),5%[2.33 µM]
O=C(Nc1ccccc1)N1CC[C@@]2(CCCN(C(=O)Oc3ccccc3)C2)C1,-1%[12.7 µM]
C[C@@H]1Cc2c(Cl)cc(C(=O)N[C@@H](Cc3ccccc3)C(=O)O)c(O)c2C(=O)O1,3%[59 µM]
CCCN1CCc2cc(O)cc3c2C1Cc1ccc(O)c(O)c1-3 (configuration not stated),0.32µM*
NCCCCC(NC(CCc1ccccc1)C(=O)O)C(=O)N1CCCC1C(=O)O (configuration not stated),-46%[2.33 µM]
O=C1CC2OCC=C3CN4CC[C@@]56c7ccccc7N1C5C2C3CC46 (some centres not stated),-32%[2.33 µM]
COc1cc(OC2CCN(C(C)=O)CC2)ccc1C(=O)N1CCC(N2C(=O)OCc3ccccc32)CC1,33%[59 µM]

# Part of the list above, tab-delimited:
SMILES	G9a inh
CC1(C)[C@@H](O)C[C@H]2[C@](C)(O)[C@@H]3CC[C@H]4[C@@H](O)[C@@]3(C[C@@H](O)[C@@]21O)C[C@@]4(C)O	29%&32%[59 µM]
COc1cc(OC2CCN(C(C)=O)CC2)ccc1C(=O)N1CCC(N2C(=O)OCc3ccccc32)CC1	33%[59 µM]
COC1CC(OC2CC[C@@]3(C=O)C4CC[C@]5(C)C(C6=CC(=O)OC6)CC[C@@]5(O)C4CC[C@]3(O)C2)OC(C)C1O (some centres not stated)	?
N#Cc1cccc(NC(=O)N2CC[C@@]3(CCCN(C(=O)Oc4ccccc4)C3)C2)c1	6%[12.7 µM]
C[N+]1(C)CCO[C@](O)(c2ccc(-c3ccc([C@]4(O)C[N+](C)(C)CCO4)cc3)cc2)C1	13%[21.5 µM]

# High-throughput results (PubChem)
